# SENP1 FRET inh: inhibitors of human SENP1 SUMO protease catalytic domain. Q9P0U3. inhibition, % at 10 µM. recombinant SENP1 catalytic domain, CyPet-SUMO1-YPet FRET cleavage. AID 624204. 0.21% of 360,000 active;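 active = inhibition at least 30% at 10 µM, raw YFP signal under a set limit, fluorescence ratio 0.5 to 1.5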;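 note: 0% = enzyme with DMSO and 100% = no enzyme wells; some results filed as inactive read as strong as hits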
# Target sequence (Q9P0U3 419-644 limits assumed): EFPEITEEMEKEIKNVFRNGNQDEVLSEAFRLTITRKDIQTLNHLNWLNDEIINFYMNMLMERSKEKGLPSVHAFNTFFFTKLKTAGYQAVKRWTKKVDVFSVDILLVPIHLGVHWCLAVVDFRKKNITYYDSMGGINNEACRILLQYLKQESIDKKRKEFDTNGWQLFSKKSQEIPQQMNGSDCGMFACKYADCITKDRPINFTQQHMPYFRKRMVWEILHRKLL
#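 Assay system – human recombinant His6-tagged SENP1 catalytic domain enzyme · Input – SENP1 enzyme, 20 pM final · Buffer or medium – Tris pH 8 buffer plus EDTA, NaCl, BME, BSA, NP40, catalase · Schedule – 50 min reaction at room temperature · Technique – FRET read of cyan and yellow fluorescence · Control set – no-enzyme wells low, DMSO-plus-enzyme wells high control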
# APOBEC3G inh: inhibitors of human APOBEC3G DNA deaminase; inhibition, % at 20 µM; recombinant A3G, ssDNA deamination FAM/TAMRA fluorescence; 0.28% of 330,000 active; Q9HC16; AID 493012;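 active = inhibition of at least 40% at 20 µM, with no more than 30% in the related APOBEC3A deaminase screen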;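 note: plate controls were DMSO wells with A3G for no effect and wells lacking A3G enzyme for full effect; some compounds called inactive have numbers as strong as hits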
# Target sequence (Q9HC16 whole entry, looked up): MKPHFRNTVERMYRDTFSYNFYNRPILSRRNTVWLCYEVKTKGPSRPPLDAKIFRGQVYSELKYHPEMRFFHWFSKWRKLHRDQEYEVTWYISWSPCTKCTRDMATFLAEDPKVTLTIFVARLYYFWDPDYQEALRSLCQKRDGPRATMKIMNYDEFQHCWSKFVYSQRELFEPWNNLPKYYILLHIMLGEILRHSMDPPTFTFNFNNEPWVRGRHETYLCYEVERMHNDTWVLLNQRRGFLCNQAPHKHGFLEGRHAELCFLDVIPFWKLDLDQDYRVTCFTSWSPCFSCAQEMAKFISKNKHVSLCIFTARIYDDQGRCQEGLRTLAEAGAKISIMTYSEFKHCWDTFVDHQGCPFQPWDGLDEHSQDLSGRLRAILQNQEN
# SENP6 inh: inhibitors of human SENP6 protease. Q9GZR1. Recombinant SENP6 catalytic domain, aminoluciferin luminescence. inhibition, % at 10 µM. 1.8% of 330,000 active. AID 2599;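 active = inhibition above about 50% at the single tested dose, limit read from the data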;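 note: plate controls were DMSO wells with enzyme for no effect and DMSO wells lacking enzyme for full effect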
# UBC13 inh: blocks human UBC13 polyubiquitin chain formation. 0.47% of 330,000 active. P61088. inhibition, % at 20 µM. TR-FRET; in the data active = inhibition above about 45%, passing the limit was not always enough; inconclusive = no clear call, values can overlap the other calls
# Target sequence (P61088 whole entry, looked up): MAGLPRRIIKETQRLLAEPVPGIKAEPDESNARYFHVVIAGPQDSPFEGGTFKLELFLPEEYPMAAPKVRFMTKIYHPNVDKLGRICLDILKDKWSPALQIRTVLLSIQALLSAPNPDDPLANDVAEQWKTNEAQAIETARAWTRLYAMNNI
# SENP8 block-1: blocks the human protease SENP8 | Q96LD8 | purified SENP8, Z-RLRGG-aminoluciferin cleavage, luminescence | AID 2540 | 1.2% of 330,000 active | inhibition, % at 10 µM; in the data active = inhibition above about 50%
# Target sequence (Q96LD8 whole entry, looked up): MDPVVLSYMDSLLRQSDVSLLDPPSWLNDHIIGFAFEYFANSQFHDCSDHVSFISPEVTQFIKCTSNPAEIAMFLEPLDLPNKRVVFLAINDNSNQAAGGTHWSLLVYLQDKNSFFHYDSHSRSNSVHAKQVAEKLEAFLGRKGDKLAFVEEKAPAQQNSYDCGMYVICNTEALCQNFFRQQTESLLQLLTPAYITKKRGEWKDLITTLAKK
# Apaf1 inhib: inhibitors of human Apaf-1 apoptosome; reconstituted apoptosome caspase-3 activity, DEVD-Rh110 fluorescence; inhibition, % at 20 µM; 0.71% of 330,000 active; AID 489030; active = inhibition of at least 40% at 20 µM;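 note: plate controls were DMSO wells for no effect and DEVD-CHO caspase inhibitor wells for full effect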
#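 Material: cell-free apoptosome with Apaf-1, procaspase-3 and caspase-9; Buffer or medium: Hepes pH 7.5 with detergent and BSA; Reagent: cytochrome c trigger plus (Z-DEVD)2-Rh110 caspase-3 substrate; Times: compound with Apaf-1, dATP, procaspase-3 30 min, then 50 min reaction, room temperature; Technique: Rh110 fluorescence intensity.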
# SENP7 block: blocks the human protease SENP7; Q9BQF6; recombinant SENP7, Z-RLRGG-aminoluciferin luminescence, 40 min; inhibition, % at 5 µM; 1.5% of 330,000 active;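 active = inhibition above about 50% at the single test dose, limit read from the data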;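 note: plate controls were DMSO with enzyme for no effect and no enzyme buffer wells for full effect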
# SENP8 block-2: SENP8 (human) protease inhibition; Q96LD8; recombinant SENP8, Nedd8 substrate fluorescence; inhibition, % at 20 µM; 0.64% of 360,000 active; AID 602440; in the data active = inhibition mostly above about 40%, no sharp cut-off; inactive = mostly below about 27%
# * = called active by the depositor; ? = inconclusive; nt = not tested or not shown.
SMILES,SENP1 FRET inh,APOBEC3G inh,SENP6 inh,UBC13 inh,SENP8 block-1,Apaf1 inhib,SENP7 block,SENP8 block-2
NC(=O)C1CCN(C(=O)c2ccc3c(=O)n(Cc4ccco4)c(SCC(=O)c4ccc(F)cc4)nc3c2)CC1,nt,0.2,7.2,5.9,0.0,-0.7,-6.9,nt
O=C1Nc2ccccc2Oc2cc([N+](=O)[O-])cc(Oc3ccccc3)c21,59.0*,-1.9,6.3,6.0,2.3,12.8,7.3,21.4
CCn1cnnc1SCC(=O)Nc1ccccc1C(=O)NC1CC1,1.3,-2.1,-4.5,7.5,-2.2,-1.6,3.2,9.3
O=C(NCC(c1cccs1)N1CCOCC1)C1CCN(S(=O)(=O)c2c(Cl)cccc2Cl)CC1 (configuration not stated),0.6,-9.3,5.4,-4.9,0.0,5.6,4.2,0.8
O=C(CNC(=O)c1ccccc1Cl)c1ccccc1,-0.1,1.3,21.5,10.1,0.3,-4.8,10.0,12.8
CCc1nnc(NC(=O)C(=O)NCCOC(=O)c2ccccc2Cl)s1,-3.2,-4.4,-8.2,-4.6,-3.7,-26.7,-4.9,15.0
O=C(CC1Sc2ccccc2NC1=O)NCc1ccc(Cl)cc1 (configuration not stated),0.5,-3.2,-2.9,-6.8,-4.4,2.8,5.9,3.0
CCCCNS(=O)(=O)c1ccc2nc(SCC(N)=O)[nH]c2c1,-3.9,1.4,-15.8,-3.1,-4.5,8.7,7.7,11.4
Cn1cc(S(=O)(=O)Cc2ccc(F)cc2)c2ccccc21,-1.9,-8.2,16.8,3.5,-7.1,2.1,4.7,12.2
COC(=O)c1ccc(Nc2ccc3nonc3c2[N+](=O)[O-])cc1,1.4,-3.1,-17.8,-12.2,-13.0,5.5,7.7,15.0
COc1ccc(N(CC(=O)N/N=C/c2cccs2)S(=O)(=O)c2ccccc2)cc1,1.0,-5.6,-9.3,-6.8,-3.5,23.9,-3.6,3.7
COc1ccc2c(c1OC)C(=O)OC2CC(=O)c1ccc(O)c(O)c1 (configuration not stated),1.0,-3.0,-15.1,-12.8,-8.1,-5.1,-4.3,20.9
Cc1nc(Cl)sc1C(=O)Nc1cc(F)cc(F)c1,1.4,-2.2,-13.0,-2.4,-5.9,-6.0,2.0,22.0
CCCCN(C)CCNC(=O)CCn1nc(-c2ccc(C)cc2)ccc1=O,-1.9,-10.3,0.7,-7.0,-7.9,7.8,-4.8,-14.4
CC(=O)OCC1=C(C(=O)O)N2C(=O)C(NC(=O)c3ccc(COc4c(C)cccc4Cl)o3)C2SC1 (configuration not stated),-3.0,9.5,-9.6,-19.5,-10.6,22.0,-4.6,8.8
Cc1occc1C(=O)Nc1cccc(Cn2cccn2)c1,-2.6,-2.4,-1.4,5.0,3.3,-13.4,8.8,5.6
Cc1cccc(OCCNc2cc(N3CCN(C)CC3)ccc2[N+](=O)[O-])c1,2.3,-3.7,2.6,4.2,-1.3,4.0,2.3,19.7
COc1ccc(NC2CCCN(C(=O)Cn3ccc(C)n3)C2)cc1OC (configuration not stated),-2.4,-12.0,-0.5,-9.3,-7.1,3.6,0.0,14.3
C=CCn1c(=O)c(C(=O)NCCN(CC)CC)c(O)c2ccccc21,0.4,0.1,-6.0,11.2,-1.0,-1.9,3.6,3.1
Fc1ccccc1Cc1noc(CN2CCN(c3ccc(Cl)cn3)CC2)n1,-0.1,-11.4,-1.2,10.6,3.3,8.2,-0.4,-47.9
COCCNC(=S)N/N=C(\C)c1cccc(OC)c1,2.9,-8.1,-33.1,-7.1,-4.6,-8.5,-8.5,9.2
COc1ccc(C)cc1NC(=O)CCCN1C(=O)C(c2ccccc2)Oc2cccnc21 (configuration not stated),0.5,-7.0,-3.7,-1.8,-3.5,13.3,8.1,1.5
NC(=O)c1nsc(C(=O)N(c2ccccc2)C(C(=O)NC2CCCC2)c2ccc3ncccc3c2)c1N (configuration not stated),-41.8,-10.7,-16.0,40.6,2.9,6.0,4.2,-313.7
O=C(O)c1cccc(S(=O)(=O)Nc2ccc([N+](=O)[O-])cc2O)c1,0.7,-5.9,-5.3,-10.9,-7.0,-12.2,-2.9,24.0
CC(C)NC(=O)NC(=O)COc1c(F)c(F)cc(F)c1F,-0.3,-2.5,17.8,1.2,-3.9,-0.7,-8.6,23.4
Cc1[nH]c2ccc(-c3n[nH]c(=S)n3-c3ccc(Br)cc3)cc2c1C,0.4,-8.5,6.5,-1.2,5.2,7.7,-3.4,-33.3
COCCCNCCCCSc1ccc(Cl)cc1,0.9,-0.6,2.6,-1.5,4.5,-1.1,14.1,10.6
COc1ccc(Cc2nnc(NC(=O)c3ccc(OC)c(OC)c3)s2)cc1,-2.1,-4.8,1.0,0.4,-1.1,-7.1,-5.3,3.1
COc1ccc(NC(=O)COC(=O)[C@@H]2CCCN2C(=O)c2cccs2)cc1,1.8,-5.0,-5.3,6.2,3.7,-3.6,-1.8,19.2
CCOC(=O)C1CCN(c2c(NC3CCCc4ccccc43)c(=O)c2=O)CC1 (configuration not stated),-0.9,-9.5,-0.6,0.5,7.9,2.0,-9.3,20.2
CCc1cc(=O)oc2cc(C)cc(OCC(=O)NCCCn3ccnc3)c12,1.7,12.6,5.0,-0.5,-1.1,10.9,3.1,-253.5
O=C(Cn1nnc2ccccc2c1=O)Nc1cccc(S(=O)(=O)N2CCOCC2)c1,-1.1,-2.2,13.5,0.5,0.0,-13.9,4.2,-57.1
CCC(C)n1c(SCC(=O)NC(=O)Nc2ccc3c(c2)OCCO3)nc2ccccc2c1=O (configuration not stated),0.3,-4.2,-5.7,4.0,-1.4,3.7,4.3,10.0
COCCNC(=O)c1c[nH]c2ccc(S(=O)(=O)N3CCc4ccccc43)cc2c1=O,-5.2,1.8,4.0,-0.1,2.7,8.4,1.2,-18.7
CC1CC(C#N)N(N(C)C)C1=C(C#N)C#N (configuration not stated),-0.9,-5.6,-0.7,5.8,-6.5,-6.2,0.2,8.4
CCOc1ccc(S(=O)(=O)N2CCN(c3ncccn3)CC2)cc1,-0.3,0.8,-7.0,-2.3,-4.1,6.1,-8.8,0.2
COc1cc(NS(=O)(=O)c2cccc3nsnc23)cc(OC)c1,1.7,-5.2,-13.1,-8.4,-15.3,11.6,8.0,1.2
CCOc1ccccc1OCCCC(=O)N(CC)CC(=O)Nc1c(F)cccc1F,0.8,-3.7,-10.6,3.6,12.9,1.1,4.2,8.1
Cc1cccc(Nc2nnc(SCC(=O)NCc3cccs3)s2)c1C,1.7,-0.5,-10.2,?,-11.6,6.8,-7.3,21.6
O=C(Cn1cnc2ccccc2c1=O)Nc1nnc(SCc2ccccc2)s1,0.1,2.5,16.7,-1.6,7.3,2.9,3.3,42.1*
Cc1cccc(C(=O)NCC(=O)OCc2nc(N)nc(Nc3ccccc3C)n2)c1,-1.4,-0.5,15.6,1.9,2.8,-0.5,0.4,6.6
CCc1ccccc1-n1c(SCC(=O)NC)nnc1-c1cccnc1,-2.1,-1.6,-2.7,-3.7,-12.9,2.4,-9.6,17.1
COc1ccc(CN2CCN(CCC(C)C)C(CCO)C2)cc1Cn1cccn1 (configuration not stated),1.1,-6.6,8.2,7.9,2.4,-13.3,-2.7,5.8
O=C(NCC(=O)N(Cc1ccco1)C(C(=O)NC1CCCC1)c1ccncc1)c1cccs1 (configuration not stated),-6.5,-4.3,0.1,2.4,-7.8,-4.5,-3.3,-20.9
O=C(Nc1ccon1)Nc1ccc(Cl)cc1Cl,0.9,-0.9,-7.5,4.2,-4.6,15.2,-3.5,-2.4
C=CC[C@@H](CC(=O)N[C@@H](CO)Cc1ccccc1)C(=O)N[C@@H](COC(=O)[C@@H](CC=C)Cc1ccc(F)cc1)Cc1ccccc1,1.9,0.7,12.8,-16.9,6.3,22.3,2.2,10.6
COCCCN(C(=O)CSCc1ccc(C)cc1)c1c(N)n(Cc2ccccc2)c(=O)[nH]c1=O,-23.7,0.4,-4.9,-4.8,-5.5,13.4,-7.3,-15.1
O=C(O)/C=C/C(=O)Nc1cccc2cccnc12,-0.2,10.7,6.2,-4.4,-4.9,5.2,1.0,9.6
O=C(OCC(=O)N1CCc2ccccc2C1)c1c(F)cccc1Cl,2.5,-6.9,-4.1,8.1,-0.7,-1.7,-4.7,15.6
COC(=O)c1c(C)nc2ccccc2c1-c1ccccc1,-0.1,-2.6,-0.9,7.2,-0.7,-0.8,5.2,16.1

# Three compounds already listed, ordered by the value under SENP7 block, descending:
SMILES	SENP1 FRET inh	APOBEC3G inh	SENP6 inh	UBC13 inh	SENP7 block
COC(=O)c1c(C)nc2ccccc2c1-c1ccccc1	-0.1	-2.6	-0.9	7.2	5.2
C=CC[C@@H](CC(=O)N[C@@H](CO)Cc1ccccc1)C(=O)N[C@@H](COC(=O)[C@@H](CC=C)Cc1ccc(F)cc1)Cc1ccccc1	1.9	0.7	12.8	-16.9	2.2
O=C(O)/C=C/C(=O)Nc1cccc2cccnc12	-0.2	10.7	6.2	-4.4	1.0

# Entries listed so far containing a Cl atom, in the order listed:
SMILES,SENP1 FRET inh,APOBEC3G inh,SENP6 inh,UBC13 inh,SENP8 block-1,Apaf1 inhib,SENP7 block,SENP8 block-2
O=C(NCC(c1cccs1)N1CCOCC1)C1CCN(S(=O)(=O)c2c(Cl)cccc2Cl)CC1 (configuration not stated),0.6,-9.3,5.4,-4.9,0.0,5.6,4.2,0.8
O=C(CNC(=O)c1ccccc1Cl)c1ccccc1,-0.1,1.3,21.5,10.1,0.3,-4.8,10.0,12.8
CCc1nnc(NC(=O)C(=O)NCCOC(=O)c2ccccc2Cl)s1,-3.2,-4.4,-8.2,-4.6,-3.7,-26.7,-4.9,15.0
O=C(CC1Sc2ccccc2NC1=O)NCc1ccc(Cl)cc1 (configuration not stated),0.5,-3.2,-2.9,-6.8,-4.4,2.8,5.9,3.0
Cc1nc(Cl)sc1C(=O)Nc1cc(F)cc(F)c1,1.4,-2.2,-13.0,-2.4,-5.9,-6.0,2.0,22.0
CC(=O)OCC1=C(C(=O)O)N2C(=O)C(NC(=O)c3ccc(COc4c(C)cccc4Cl)o3)C2SC1 (configuration not stated),-3.0,9.5,-9.6,-19.5,-10.6,22.0,-4.6,8.8
Fc1ccccc1Cc1noc(CN2CCN(c3ccc(Cl)cn3)CC2)n1,-0.1,-11.4,-1.2,10.6,3.3,8.2,-0.4,-47.9
COCCCNCCCCSc1ccc(Cl)cc1,0.9,-0.6,2.6,-1.5,4.5,-1.1,14.1,10.6
O=C(Nc1ccon1)Nc1ccc(Cl)cc1Cl,0.9,-0.9,-7.5,4.2,-4.6,15.2,-3.5,-2.4
O=C(OCC(=O)N1CCc2ccccc2C1)c1c(F)cccc1Cl,2.5,-6.9,-4.1,8.1,-0.7,-1.7,-4.7,15.6
